FBA Mtb inh = inhibits M. tuberculosis FBA enzyme; P9WQA3; purified M. tuberculosis FBA, fluorescence read-out; inhibition, % at 1 µM; hit rate 2.3% among 360,000; in the data active = inhibition above about 27%;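 note: 0% = vehicle and 100% = reference inhibitor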
Target sequence (P9WQA3 whole entry, looked up): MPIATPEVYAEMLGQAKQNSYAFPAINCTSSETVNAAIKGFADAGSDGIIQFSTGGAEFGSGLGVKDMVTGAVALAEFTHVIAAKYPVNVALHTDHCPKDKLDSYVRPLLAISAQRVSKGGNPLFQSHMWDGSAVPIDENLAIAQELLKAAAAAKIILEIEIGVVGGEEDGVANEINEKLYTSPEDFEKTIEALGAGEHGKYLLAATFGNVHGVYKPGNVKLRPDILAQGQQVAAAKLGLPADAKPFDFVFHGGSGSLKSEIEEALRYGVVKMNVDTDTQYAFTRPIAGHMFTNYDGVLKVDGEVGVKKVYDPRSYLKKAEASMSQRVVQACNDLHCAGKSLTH
BH1578 lux ind = quorum light induction in luxS cqsA deficient V. cholerae | V. cholerae BH1578 lux reporter, luminescence, 6 h | activation, % at 18.7 µM | hit rate 0.16% among 350,000 | AID 588436; in the data active = activation mostly above about 9.7%, no sharp cut-off; note: not every result past the cut was called active; inactives centre near 0; reference of the scale not given here
GDH-TPI inh = GDH-TPI coupled enzyme inhibition counter-screen; GDH-TPI coupled enzyme counterscreen, NADH absorbance; inhibition, % at 4.8 µM; hit rate 1.2% among 360,000; AID 588335; in the data active = inhibition above about 30%;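 note: 0% = DMSO wells and 100% = wells lacking the enzyme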
UGM FP inh = Mtb UDP-galactopyranose mutase inhibition; hit rate 0.06% among 320,000; purified UGM, fluorescence polarization probe displacement; inhibition, % at 10 µM; P9WIQ1; in the data active = inhibition above about 10%, passing the limit was not always enough
Target sequence (P9WIQ1 whole entry, looked up): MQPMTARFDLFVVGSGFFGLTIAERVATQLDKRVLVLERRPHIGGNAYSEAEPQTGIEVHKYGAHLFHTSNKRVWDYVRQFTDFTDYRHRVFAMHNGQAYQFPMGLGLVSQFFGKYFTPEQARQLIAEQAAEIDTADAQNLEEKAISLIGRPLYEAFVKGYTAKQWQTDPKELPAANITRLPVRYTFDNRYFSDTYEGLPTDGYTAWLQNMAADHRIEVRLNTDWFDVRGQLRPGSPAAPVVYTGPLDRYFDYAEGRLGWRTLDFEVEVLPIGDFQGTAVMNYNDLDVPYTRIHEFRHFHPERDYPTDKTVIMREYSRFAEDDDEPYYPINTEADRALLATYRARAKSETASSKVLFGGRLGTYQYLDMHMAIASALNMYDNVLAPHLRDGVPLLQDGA
VHR inh abs = blocks human VHR1 dual specificity phosphatase | P51452 | hit rate 0.52% among 290,000 | inhibition, % at 13.3 µM | recombinant VHR phosphatase, pNPP absorbance; in the data active = inhibition above about 50%; note: some compounds called inactive have numbers as strong as hits
Target sequence (P51452 whole entry, looked up): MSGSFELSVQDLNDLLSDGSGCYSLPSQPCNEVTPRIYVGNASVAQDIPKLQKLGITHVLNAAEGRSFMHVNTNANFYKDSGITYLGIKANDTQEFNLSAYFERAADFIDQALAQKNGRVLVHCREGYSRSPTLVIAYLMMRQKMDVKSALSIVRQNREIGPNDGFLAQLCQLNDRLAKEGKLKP
MazEF act = MazEF (E. coli) toxin RNase activation. P0AE70. FAM/BHQ RNA-DNA oligo cleavage fluorescence, 5 h. activation, % at 20 µM. hit rate 0.32% among 350,000. AID 504720; in the data active = activation above about 50%
Target sequence (P0AE70 whole entry, looked up): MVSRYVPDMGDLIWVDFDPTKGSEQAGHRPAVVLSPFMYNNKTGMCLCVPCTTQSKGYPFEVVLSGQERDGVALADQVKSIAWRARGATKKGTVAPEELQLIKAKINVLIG
SARS 3CLpro inh = SARS-CoV 3CLpro protease inhibition; recombinant SARS-CoV 3CLpro, quenched FRET peptide cleavage; AID 1706; inhibition, % at 6 µM; hit rate 0.14% among 290,000; P0C6X7; in the data active = inhibition above about 12%
SSB-PriA inh = inhibitors of Klebsiella pneumoniae PriA binding to SSB C-terminal tail | hit rate 0.6% among 430,000 | inhibition, % at 33 µM | AlphaScreen SSBct-PriA binding, biotinylated peptide; in the data active = inhibition mostly above about 37%, no sharp cut-off; inactive = mostly below about 20%;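 note: plate controls were negative control peptide for no effect and reference peptide for full effect; strong numbers were not always called active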
BioA inh = inhibitors of Mycobacterium tuberculosis BioA enzyme | purified M. tuberculosis BioA enzyme, plate reader | inhibition, % at 9.99 µM | hit rate 0.096% among 360,000 | AID 602481; in the data active = inhibition above about 40%
Rv3671c inh = inhibits the M. tuberculosis serine protease Rv3671c. inhibition, % at 5.96 µM. P9WHR9. hit rate 0.048% among 320,000; in the data active = inhibition above about 38%;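 note: extracellular domain of Rv3671c used as enzyme; 0% = enzyme with DMSO and 100% = no enzyme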
* hit, by the source's call; i = inactive; / = not tested or not shown.

item	Structure	FBA Mtb inh	BH1578 lux ind	GDH-TPI inh	UGM FP inh	VHR inh abs	MazEF act	SARS 3CLpro inh	SSB-PriA inh	BioA inh	Rv3671c inh
1	Cc1ccc(N(C(=O)Cc2c[nH]c3ccccc23)C(C(=O)NC2CCCCC2)c2ccco2)cc1 (centres undefined)	0.1	-0.3	-7.7	2.1	12.7	4.7	4.9	3.4	/	5.3
2	CCOc1ccc(C2C(C(=O)O)c3ccccc3C(=O)N2CCN2CCOCC2)cc1 (centres undefined)	6.4	5.2	-8.8	-1.2	6.0	0.4	0.6	-3.7	1.5	0.5
3	CCOC(=O)C1=c2s/c(=C\c3cccnc3)c(=O)n2C(N)=C(C(=O)OC)C1c1cccnc1 (centres undefined)	1.0	-0.5	5.0	5.3	52.3*	-12.2	0.5	/	-0.3	-1.5
4	CC(O)[C@H]1CN=C(N)N1CC1CCCCC1 (some centres undefined)	0.1	-0.8	-1.7	-1.2	/	5.6	/	1.5	-1.0	7.5
5	Cn1c(=O)c2c(nc(CN3CCCCC3)n2CCc2ccccc2)n(C)c1=O	0.3	-0.4	8.7	-1.7	35.7	8.3	3.4	-8.2	-0.6	1.2
6	O=C(COc1ccc(Cl)cc1)N1CCN(Cc2ccccc2)CC1	-1.3	-0.4	0.7	1.7	35.6	-3.8	-2.5	-6.0	1.8	-0.8
7	Fc1ccc(C2=Nc3cccc4cccc(c34)N2)cc1	-1.9	-0.2	4.4	2.2	-7.7	8.5	-0.6	3.5	-1.5	-9.4
8	CC(=O)c1c(C)[nH]c(C(=O)Nc2ccc(C)c(S(=O)(=O)N(C)C)c2)c1C	1.1	1.3	-2.5	0.7	13.1	-0.1	2.2	5.5	13.4	-4.9
9	Cc1ccc(NC(=S)N(CCN(C)C)C(C)c2cccnc2)c(C)c1 (centres undefined)	-6.2	-0.5	1.2	0.3	-0.6	-5.7	2.3	1.7	/	6.2
10	CC(C)C[C@@H](CN=[N+]=[N-])N1CCN(CC(C)C)CCC1=O	3.0	-1.0	1.2	-0.2	25.1	-30.9	-4.6	-5.9	2.8	1.5
11	Cc1nnc(SCC(=O)NCc2ccccc2)n1-c1ccccc1	-2.2	-0.2	2.0	2.0	16.1	0.4	1.1	-13.8	0.0	-1.5
12	CCN(c1cccc(C)c1)S(=O)(=O)c1nnc(NC(=O)c2ccco2)s1	5.5	-0.6	29.3	-0.1	-52.1	-17.9	5.4	5.8	-0.4	-5.0
13	O=C(CN1C(=O)C(=O)N(Cc2ccccc2)C1=O)Nc1ccc(OC(F)F)cc1	4.2	i	1.3	1.5	/	3.5	/	6.4	-3.2	-3.1
14	CC1(C)c2[nH]c3ccccc3c2C[C@@H]2C(=O)N(Cc3ccc(F)cc3)C(=O)N21	-1.6	1.4	-4.3	0.5	/	-4.4	/	5.4	-0.9	-2.4
15	COc1ccc(-c2sc3ccccc3c2/C=C/c2ccc(N)cc2)cc1	4.5	2.1	12.1	0.2	/	-7.1	/	15.6	-1.6	7.0
16	CCN(CC)c1ccc(NC(=O)c2cncc(Br)c2)cc1	0.2	i	17.5	-1.7	9.6	-3.9	-4.8	33.4	-0.4	3.8
17	O=C(O)c1cc(-c2ccc(Cl)cc2)n[nH]1	3.2	i	9.5	3.0	22.7	3.5	3.5	-19.9	/	-9.2
18	CN(C(=O)c1ccc(NC(=O)Cc2cccc(NC(=O)C3CCCN(C(=O)c4ccccc4)C3)c2)cc1)C1CC1 (centres undefined)	0.1	i	5.7	/	/	8.7	/	-3.2	3.8	/
19	O=C(CNC(=O)c1ccccc1)NCCO	0.1	-0.2	-0.6	3.7	20.2	4.6	-1.4	-8.6	-0.1	-7.5
20	CC(=O)c1ccc(-n2cc(C#N)c(=O)[nH]c2=O)cc1	2.6	i	1.1	0.8	6.0	8.4	-0.4	2.3	/	5.1
21	Cc1ccc(-c2n[nH]c(=S)nc2-c2ccc(C)cc2)cc1	-1.7	-2.2	-5.9	-0.4	16.5	0.7	1.4	-6.6	/	0.1
22	O=C(NCCc1ccccc1)c1ccc(Cl)c([N+](=O)[O-])c1	-3.3	i	-7.9	-0.1	1.3	-1.2	7.6	10.6	4.0	1.8
23	COc1ccc(-c2ccc3nnc(SCC(N)=O)n3n2)cc1	29.1*	-0.6	19.0	1.7	22.7	-3.2	1.9	-16.1	/	-5.2
24	COc1ccc(-c2csc(NC(C)c3nc4cc(C(=O)NCCCO)ccc4n3Cc3ccc(C)cc3)n2)cc1 (centres undefined)	-0.4	-5.0	2.2	-2.9	/	-4.5	/	3.0	0.7	11.6
25	CN(C)c1nc2c(N)ncnc2n1C1OC(CO)C(O)C1O (centres undefined)	0.1	i	-6.9	/	/	9.2	/	0.4	-1.6	/
26	CCOC(=O)c1c(-c2ccccc2)csc1NC(=O)/C(C#N)=C/c1ccc(OC)c(OC)c1	-3.9	-0.1	-7.9	0.5	11.0	-1.5	6.1	-24.3	/	-1.5
27	O=[N+]([O-])c1cccc(-c2ccc(/C=N/n3c(-c4ccccc4)n[nH]c3=S)o2)c1	1.4	-0.7	-4.1	1.0	32.8	-0.2	2.7	/	0.7	-0.9
28	CC(C)CC(=O)N1CCN(Cc2ccc3c(c2)OCO3)CC1	3.3	-0.3	19.2	-0.1	11.3	6.2	7.5	-3.6	/	1.4
29	O=S(=O)(c1ccc(-c2ccccc2)cc1)N1CCOCC1	2.2	-6.2	-2.6	1.0	24.9	4.9	-3.2	-10.5	-1.1	0.9
30	c1ccc2c3c([nH]c2c1)C1(CCNCC1)NCC3	2.7	0.6	5.7	1.9	1.4	13.4	3.4	14.8	/	-6.1
31	N#Cc1cc(-c2ccccc2)nc(Oc2ccccc2)n1	-0.4	-0.3	5.2	0.1	-29.7	-5.2	2.2	-1.9	/	-8.2
32	CCOC(=O)N1CCC(=NNC(=O)c2cc3ccccc3cc2O)CC1	5.0	0.4	4.9	/	-0.5	-6.2	3.1	-16.0	-0.5	4.8
33	CC1(C)C2CC=C(/C=N/n3cnnc3)C1C2 (centres undefined)	1.7	/	3.1	-1.1	32.1	1.7	-4.5	/	-1.5	3.7
34	COc1cc(NC(=O)[C@@H](NC(=O)N2CCn3c2nc2ccccc23)C(C)C)cc(OC)c1	3.5	i	14.5	3.5	-3.0	-3.0	6.0	-0.5	-0.1	-4.7
35	Cc1ccc(N2CCN(C(=O)c3cn(CC4CCCCC4)nn3)C(C)C2)cc1 (centres undefined)	4.6	i	3.9	-0.1	-7.2	-6.9	5.5	7.1	-1.3	5.8
36	O=C(CSc1nnc2c(n1)[nH]c1ccc(F)cc12)NC1CC1	0.0	i	-4.6	-0.3	15.8	3.1	-2.9	-2.6	-2.0	2.5
37	CNc1ncnc(NC)c1[N+](=O)[O-]	1.3	0.8	29.7	/	/	-4.5	/	-4.8	-0.1	/
38	Cc1ccc(S(=O)(=O)N2CCN(C(=O)CSc3nc4ccccc4c(=O)[nH]3)CC2)cc1	1.0	-0.3	2.6	0.8	/	7.7	0.0	0.6	-1.3	0.9
39	O=C(c1ccccc1)c1cccc(NC(=O)C2CC2)c1	-5.3	-2.0	1.9	-0.8	11.3	7.1	7.6	-13.2	1.0	1.0
40	Cc1ccc(Cl)cc1N(CC(=O)NC1CCCC1)C(=O)c1csnn1	-1.2	-0.3	-2.3	0.7	35.9	-0.1	-1.3	-12.8	-0.8	4.0

Quoted at random: 3 compounds from above.
item	Structure	FBA Mtb inh	BH1578 lux ind	GDH-TPI inh	UGM FP inh	VHR inh abs	MazEF act	SARS 3CLpro inh	SSB-PriA inh	BioA inh	Rv3671c inh
36	O=C(CSc1nnc2c(n1)[nH]c1ccc(F)cc12)NC1CC1	0.0	i	-4.6	-0.3	15.8	3.1	-2.9	-2.6	-2.0	2.5
32	CCOC(=O)N1CCC(=NNC(=O)c2cc3ccccc3cc2O)CC1	5.0	0.4	4.9	/	-0.5	-6.2	3.1	-16.0	-0.5	4.8
30	c1ccc2c3c([nH]c2c1)C1(CCNCC1)NCC3	2.7	0.6	5.7	1.9	1.4	13.4	3.4	14.8	/	-6.1

Remaining list, next part:
item	Structure	FBA Mtb inh	BH1578 lux ind	GDH-TPI inh	UGM FP inh	VHR inh abs	MazEF act	SARS 3CLpro inh	SSB-PriA inh	BioA inh	Rv3671c inh
41	CC(=O)N1CCc2cc(S(=O)(=O)NCCC(=O)NC3CCN(Cc4ccccc4)CC3)ccc21	6.2	13.1	-2.5	-2.4	3.5	-9.2	2.0	0.9	1.5	-1.0
42	CCOC(=O)c1sc(-c2ccc(OC)cc2)cc1N	14.3	0.1	23.8	-0.3	-3.8	-2.4	0.2	-15.6	-0.9	-1.5
43	COc1ccc(-n2nc(C(=O)NCC(=O)Nc3cc(Cl)c(OC)cc3OC)c3ccccc3c2=O)cc1	1.5	-1.2	-8.3	0.1	16.3	-31.7	2.7	2.2	-4.2	1.4
44	Cc1ccccc1C(=O)N=c1ccn(-c2nc3ccccc3nc2NS(=O)(=O)c2ccccc2)cc1	-1.3	-0.7	8.6	0.7	1.1	-9.5	3.2	-17.9	-7.5	-3.9
45	CCC1CCC(N2CCN(c3ccc(F)cc3)CC2)CC1 (centres undefined)	2.4	0.3	11.4	-1.0	-15.8	-4.8	-1.2	5.5	-0.1	/
46	CCCn1c(SCC(=O)NC(C)C)nc2sc3c(c2c1=O)CCC3	-2.7	i	6.2	-1.5	6.9	5.7	1.6	-17.3	0.5	1.8
47	CCCCc1c(C)[nH]c(=S)[nH]c1=O	-3.8	i	-1.8	-0.8	24.0	11.3	2.8	5.5	/	-7.2
48	COc1ccc(CNC(=O)c2ccc(CN3CCOCC3)cc2)cc1	2.0	-0.6	-0.5	2.2	20.7	-1.2	-7.0	-0.4	-0.3	7.4
49	CC(c1ccccc1)(c1ccccc1)c1ccncc1	3.4	-1.4	-3.1	2.1	23.8	2.8	0.0	0.6	/	1.0
50	CN(C)CCN1C(=O)C(=O)/C(=C(/O)c2ccccc2)C1c1ccccc1F (centres undefined)	-0.1	i	20.6	0.1	4.9	1.5	2.9	/	-1.4	4.8
51	Cc1ccc(-c2cc(=O)c3ccc(Cl)cc3[nH]2)cc1	1.8	-0.8	-2.7	-1.3	24.8	4.2	-0.4	-4.7	-0.3	-1.9
52	CCNc1[nH]c(=O)n(C)c(=O)c1N=O	-2.8	i	9.1	-2.3	6.2	-2.0	-0.5	-3.5	-1.4	0.8
53	COc1ccc(CCNC(=O)CCC(=O)NC2CCCCC2)cc1OC	0.1	1.4	9.8	-1.8	3.6	-1.4	-8.8	-24.2	3.6	-1.2
54	CCOP(=O)(c1ccccc1)C(O)c1ccc([N+](=O)[O-])cc1 (centres undefined)	-0.3	i	1.1	2.4	30.0	6.8	-0.8	-0.5	0.1	2.2
55	Cc1ccc([N+](=O)[O-])cc1S(=O)(=O)NCCc1cn2ccccc2n1	1.3	-0.3	-1.4	-0.4	8.7	-9.9	3.0	2.2	1.5	0.3
56	CN(C)c1ccc(C=c2c3ccccc3n3c2c2c([n+]3C)CCCC2)cc1	-15.7	/	12.4	/	/	-12.6	/	59.6	/	/
57	Cc1ccc(Cl)cc1NC(=O)c1ccccc1OCC(=O)Nc1ccc(Cl)cc1	0.0	i	5.8	0.6	-3.4	4.0	5.5	-8.0	/	1.3
58	CC(=O)Nc1ccc(Nc2ccc3c4c(cc(=O)n3C)-c3ccccc3C(=O)c24)cc1	1.1	1.6	9.8	-2.9	12.3	-13.0	2.2	-1.2	/	-3.8
59	COc1ccc(CCNC(=O)C(=O)NCC2OCCCN2S(=O)(=O)c2cc(C)ccc2C)cc1 (centres undefined)	1.5	0.5	-5.6	-1.0	3.6	-0.4	-1.2	-4.1	-0.7	8.6
60	Cc1c(C)c2c(c(C)c1O)CCC(C)(C(=O)O)O2 (centres undefined)	-1.4	-0.3	1.6	2.9	/	8.4	/	0.3	-2.4	8.1
61	CCN(CC)C(=O)Cn1c(=O)n(C)c2ccccc21	0.2	-0.8	5.2	0.6	35.1	6.8	-5.0	15.5	-1.0	-4.9
62	O=c1c2ccccc2nc(SCc2nnc(-c3ccccc3Br)o2)n1-c1ccccc1	1.5	0.1	-4.2	2.0	8.8	-9.1	8.1	-20.0	1.0	7.1

Compound activity as filed in PubChem BioAssay.

This is a subset; count on the stated rates, not on these rows.
